# FEN1 inhibitor: inhibitors of human flap endonuclease 1; P39748; Recombinant FEN1 flap cleavage, fluorescence, 15 min; Potency, µM (doses to about 114 µM), inactives show at the highest dose activity change, negative = inhibition, hits mostly inhibitors; 390,000 compounds, 0.35% hits; AID 588795; further: nearly all actives have a fitted effect of over 65% in size
# Target sequence (P39748 whole entry, looked up): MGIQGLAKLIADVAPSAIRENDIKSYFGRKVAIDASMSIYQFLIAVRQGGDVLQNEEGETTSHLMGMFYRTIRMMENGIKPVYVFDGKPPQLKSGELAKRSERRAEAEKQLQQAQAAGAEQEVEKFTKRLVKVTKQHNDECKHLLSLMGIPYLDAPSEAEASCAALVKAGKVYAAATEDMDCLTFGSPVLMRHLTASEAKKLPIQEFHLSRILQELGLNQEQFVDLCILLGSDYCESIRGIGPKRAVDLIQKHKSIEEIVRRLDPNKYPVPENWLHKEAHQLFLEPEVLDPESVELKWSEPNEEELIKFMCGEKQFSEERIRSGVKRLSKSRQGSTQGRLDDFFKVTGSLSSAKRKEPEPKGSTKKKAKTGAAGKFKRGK
#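 Recombinant FEN1 (10 nM) was preincubated with pin-transferred compounds for 15 min at room temperature, then flap DNA substrate (50 nM final) was added. Plates were read at 0 and 15 min, and normalized concentration–response data were fitted to a four-parameter Hill equation.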
# N370S GC mod: inhibits or activates N370S mutant glucocerebrosidase | P04062 | Potency, µM (top dose mostly 59.4 µM), for the others: top-dose activity change, negative = inhibition, most hits filed as inhibitors | 330,000 compounds, 0.092% hits | AID 2101 | N370S GC spleen homogenate, 4MU-glucoside fluorescence;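 further: 0% = full enzyme activity and -100% = no enzyme basal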
# TDP1 cell CPT: growth inhibition of DT40 Tdp1-/-;hTDP1 cells with camptothecin (screen for TDP1 inhibitors); Potency, µM (titrated, usually from 46.2 µM), inactives show top-dose activity change, negative = growth inhibition, hits mostly inhibitors; 420,000 compounds, 12% hits; chicken DT40 Tdp1-/-;hTDP1 cells + 20 nM CPT, ATP luminescence, 48 h; further: nearly all actives have a fitted effect of over 55% in size
#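 Cell growth measured by CellTiter-Glo luminescence after a minimum 48 h, 37 C compound exposure with 20 nM CPT in Tdp1-knockout DT40 cells stably expressing hTDP1, seeded 400/well; qHTS titration format.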
# An asterisk follows results filed as active; ? = inconclusive; nt = no result given; & = joins results of further samples; [ ] = remark or other dose. The call rests on the fitted dose curve; in most records, active means well fitted curve in the direction sought with a large enough effect; inconclusive means small, poorly fitted or top-dose-only effect, or another doubt; inactive means no such curve, though single readings can be large; an effect the other way counts as inactive or inconclusive. Unless noted, on the % scale 0 is the no-effect control and ±100 the full control effect; potency means the concentration at half of the fitted maximal effect. The list is partial, so the mix of outcomes need not match the whole.
SMILES,FEN1 inhibitor,N370S GC mod,TDP1 cell CPT
COc1ccc2[nH]c(=O)c(CN(Cc3ccco3)Cc3nnnn3Cc3ccccc3)cc2c1,-5%,9%,21µM*
COC(=O)Cn1nc(-c2ccc(C)cc2)c2ccccc2c1=O,6%,1%,-22%
COc1ccc2oc(C(=O)OCC(=O)N(C)c3ccccc3)c(C)c2c1,-6%,-6%,1%
Brc1ccc(-c2nc3ccccc3s2)s1,7%,15%,-13%
Cn1nccc1C(=O)N1CCCC(C(=O)c2ccc(Oc3ccccc3)cc2)C1 (stereo not drawn),3%,-10%,?
CC(C)(C)C(=O)NC(=S)N1CCOCC1,7%,-5%,5%
CC(C)(C)c1ccc(S(=O)(=O)CC(O)CSc2nc3c(cc2C#N)CCCC3)cc1 (stereo not drawn),-5%,22%,-17%
COc1ccc(C(NC(=O)CC(C)C)c2c(O)ccc3ccccc23)cc1 (stereo not drawn),-1%,?,?
CC1CC(=O)N(c2ccc(N(C)Cc3ccccc3)c([N+](=O)[O-])c2)C1=O (stereo not drawn),0%,1%,6%
COC(=O)c1ccc(CNC(=O)C2CCC(=O)N(CCCc3ccccc3)C2)cc1 (stereo not drawn),2%,-8%,13µM*

# In the list so far, these have a tert-butyl group:
SMILES,FEN1 inhibitor,N370S GC mod,TDP1 cell CPT
CC(C)(C)C(=O)NC(=S)N1CCOCC1,7%,-5%,5%
CC(C)(C)c1ccc(S(=O)(=O)CC(O)CSc2nc3c(cc2C#N)CCCC3)cc1 (stereo not drawn),-5%,22%,-17%

# Back to the main list with the seven entries that preceded the break.
SMILES,FEN1 inhibitor,N370S GC mod,TDP1 cell CPT
Brc1ccc(-c2nc3ccccc3s2)s1,7%,15%,-13%
Cn1nccc1C(=O)N1CCCC(C(=O)c2ccc(Oc3ccccc3)cc2)C1 (stereo not drawn),3%,-10%,?
CC(C)(C)C(=O)NC(=S)N1CCOCC1,7%,-5%,5%
CC(C)(C)c1ccc(S(=O)(=O)CC(O)CSc2nc3c(cc2C#N)CCCC3)cc1 (stereo not drawn),-5%,22%,-17%
COc1ccc(C(NC(=O)CC(C)C)c2c(O)ccc3ccccc23)cc1 (stereo not drawn),-1%,?,?
CC1CC(=O)N(c2ccc(N(C)Cc3ccccc3)c([N+](=O)[O-])c2)C1=O (stereo not drawn),0%,1%,6%
COC(=O)c1ccc(CNC(=O)C2CCC(=O)N(CCCc3ccccc3)C2)cc1 (stereo not drawn),2%,-8%,13µM*
O=C(COC(=O)Cc1ccccc1F)NCCc1ccccc1,-1%,nt,4%
O=C(CSc1nc(O)c(C2CCCCC2)c(=O)[nH]1)Nc1ccccc1Cl,3%,?,1%
C[N+]1(CCCCCCC(=O)/C=N/O)CCCCCC1,6%,9%[12.8 µM],5%
CN1CCN(S(=O)(=O)c2cccc(C(=O)Nc3ccccc3N3CCOCC3)c2)CC1,19%,-6%,-15%
COC(=O)c1ccc(CSc2ncnc3sc(C)c(C)c23)o1,0%,-9%,-18%
COc1cccc(CNC(=O)c2cc(=O)[nH]c3ccc(S(=O)(=O)N4CCCC4)cc23)c1,-3%,nt,1%
Cc1ccc(S(=O)(=O)NCCc2csc3nc(-c4ccccc4C)nn23)cc1,-24%,nt,-23%
C=CCN(C(=O)CCc1ccccc1OC)c1nc(-c2ccc(S(C)(=O)=O)cc2)cs1,10%,-1%,16µM*
COc1ccc(C(=O)NCc2ccccc2)cc1Br,9%,12%,-10%
Cc1cc(C)cc(C(=O)N2CCC3(CC2)NCCc2[nH]cnc23)c1,14%,-21%,1%
Cc1ccc(-n2ncc3c(NCCCN4CCOCC4)ncnc32)cc1Cl,1%,nt,?
Cc1ccc(CNc2nc3ccccc3c3nc(-c4cccc(C)c4)nn23)cc1,1%,nt,2%
COc1ccc(CN(C)C(=O)c2cc(-c3ccccc3)nc3ccc(C)cc23)c(OC)c1OC,-12%,-10%,18µM*
Cc1ccc(SC[C@H](c2ccccc2)N2CCN(C)CCC2=O)cc1,-3%,-5%,-16%
CCC(=O)Oc1ccc(C(CC)C(CC)c2ccc(OC(=O)CC)cc2)cc1 (stereo not drawn),11%,3%,-7%
CCNC(=S)N(CCc1c(C)[nH]c2ccc(F)cc12)Cc1cccnc1,2%,-25%,?
CCOC(=O)c1cccc(S(=O)(=O)N2CCCC2)c1,-7%,1%,-22%
COc1ccc(-c2[nH]c(-c3cccc(OC)c3)nc2SCC(=O)NC2CCCC2)cc1,1%&-10%,9%,21µM*
CN1C[C@@H]2[C@@H]3C(=O)N(C)C(=O)[C@@H]3[C@](Cc3ccccc3)(C1=O)N2C(=O)c1ccc(F)cc1,6%,nt,-9%
CN(C)c1cccc2c1c(NS(=O)(=O)c1cn(C)cn1)nn2C,-4%,-5%,-11%

# Part of the list above, tab-delimited.
canonical_smiles	FEN1 inhibitor	N370S GC mod	TDP1 cell CPT
Cc1ccc(CNc2nc3ccccc3c3nc(-c4cccc(C)c4)nn23)cc1	1%	nt	2%
COc1ccc(CN(C)C(=O)c2cc(-c3ccccc3)nc3ccc(C)cc23)c(OC)c1OC	-12%	-10%	18µM*
Cc1ccc(SC[C@H](c2ccccc2)N2CCN(C)CCC2=O)cc1	-3%	-5%	-16%
CCC(=O)Oc1ccc(C(CC)C(CC)c2ccc(OC(=O)CC)cc2)cc1 (stereo not drawn)	11%	3%	-7%

# More structures.
SMILES,FEN1 inhibitor,N370S GC mod,TDP1 cell CPT
COC(=O)c1cc(NC(=O)C2COc3ccccc3O2)cc(C(=O)OC)c1 (stereo not drawn),-13%,-2%,?
Cc1ccc(C(=O)Nc2cccc(-c3cn4ccccc4n3)c2)cc1,-7%,-8%,?
CC(=O)Nc1ccc(N(C(=O)Cn2nnc3ccccc32)C(C(=O)NCc2ccccc2)c2ccc(C)cc2)cc1 (stereo not drawn),-8%,nt,?
CC(C)CCN1CCN(Cc2cccn2-c2ccccn2)CC1CCO (stereo not drawn),-5%,-10%,6%
C=CCN1C(=O)/C(=C\C(C)=C\c2ccccc2)SC1=S,-7%,-1%,14%
COc1cc(NC(=O)COc2cccc(C)c2C)ccc1NC(=O)c1ccco1,2%,-1%,-20%
O=S1(=O)CC(NCc2ccccc2)C(Nc2ccccc2)C1 (stereo not drawn),-10%,-9%,-20%
C[C@H](CO)N1C[C@H](C)[C@@H](CN(C)S(C)(=O)=O)Oc2ccc(NC(=O)C3CC3)cc2C1=O,0%,nt,-8%
CCN1C(=O)CSC1=NC1C2CC3CC(C2)CC1C3 (stereo not drawn),7%,6%,?
O=C(NNC(=O)c1cc2ccccc2cc1O)NC1CCCCC1,-13%,4%,-17%
CC(Sc1n[nH]c(-c2ccccc2)n1)C(=O)c1c(N)n(C)c(=O)n(C)c1=O (stereo not drawn),0%,-2%,?
CCN(CC)/[N+]([O-])=N/Oc1cc(O/[N+]([O-])=N/N2CCCC2CO)c([N+](=O)[O-])cc1[N+](=O)[O-] (stereo not drawn),-1%,-3%,nt
CC1(C)CCC[C@]2(C)[C@H]3Cc4cc(O)ccc4O[C@]3(C)CC[C@@H]12,?,nt,18µM*
C=CCNc1nc(-c2ccccc2)c(C(=O)OCC)cc1C#N,4%,-2%,?
Clc1ccc(-c2nc3cnccn3c2Nc2ccc3c(c2)OCO3)cc1,?,-16%,?
CC(=O)NC1C(Oc2ccccc2C)OC(CO)C(O)C1O (stereo not drawn),-9%,9%,13%
CCCN(CCC)S(=O)(=O)c1ccc(C(=O)Nc2c(C)n(C)n(-c3ccccc3)c2=O)cc1,0%,0%,25%
CC1CCc2c(sc3ncnc(SCC(=O)c4ccccc4)c23)C1 (stereo not drawn),-5%,3%,-26%
CCN(CC)S(=O)(=O)c1ccc(F)c(C(=O)OC2CC(C)OC2=O)c1 (stereo not drawn),5%,-3%,1%
CC(/C=N/NC(=O)c1nnn(-c2nonc2N)c1CN1CCCCC1)=C\c1ccccc1,24%,-2%,?
COCCNC(=O)Cn1c(=O)n(-c2ccc(C)c(C)c2)c(=O)c2c3c(sc21)CCCCC3,-3%,nt,10%
CCOC(=O)c1ccc(NC(=O)Nc2ccc3snnc3c2)cc1,3%,nt,?
O=C(O)c1ccccc1NC1CCCCC1NS(=O)(=O)c1ccccc1 (stereo not drawn),-5%,21%,-2%
CN(C)c1ccc(/C=N/NC(=O)c2ccccc2)cc1,-4%,-16%,?
Cc1ccc2sc(N(Cc3cccnc3)C(=O)Cc3ccccc3)nc2c1C,-22%,nt,?
O=C(c1ccco1)N1CCN(c2ccc([N+](=O)[O-])c(N3CCOCC3)c2)CC1,5%,-4%,-3%
Cc1nc(Cl)cc(N/N=C/c2ccccc2)n1,-11%,1%,-13%
FC(F)Oc1ccc(-n2cc(-c3ccccc3)[n+]3c2CCCCC3)cc1,1%,9%,5.2µM*
CN(C)C1(CNC(=S)Nc2ccccc2C(F)(F)F)CCCCC1,6%,-5%,12%
Cc1ccc(N(CC(=O)NCc2ccccn2)S(=O)(=O)c2ccccc2)cc1C,-10%,-3%,1%
Cc1ccc(C(=O)NCC(=O)OCN2C(=O)c3ccccc3C2=O)cc1C,-1%,nt,-29%
N#Cc1c2c(c(-c3ccccc3Cl)[nH]c1=S)CCCC2,-2%,-6%,5%
COCCOC(=O)C1=C(C)NC(=O)NC1c1ccc(-c2ccc(F)cc2)o1 (stereo not drawn),-5%,-5%,-22%
COCCNC(=O)c1ccc2c(c1)C(=O)c1ccccc1-2,-13%,-1%,15%
COCCn1c(SCC(=O)c2c(N)n(C3CC3)c(=O)[nH]c2=O)nc2ccccc21,-13%,nt,-2%
CCCc1nc(SCC(=O)c2ccc3c(c2)NC(=O)CO3)[nH]c(=O)c1CC,15%,nt,?
COC(=O)c1ccc(Cn2nc([N+](=O)[O-])c(Br)c2C)cc1,-5%,10%,-1%
Cc1ccc(CNc2nc3ccccc3n2C)o1,6%,3%,-10%
Cc1cccc(NC(=O)CSc2nnc(-c3ccccc3)n2N)c1,-4%,-13%,6%
COc1ccccc1NC(=O)C1=C(C)Nc2nc(SCc3ccccc3)nn2C1c1cccnc1 (stereo not drawn),-9%,nt,21µM*
COc1ccc(S(=O)(=O)NC2CC(C)(C)NC(C)(C)C2)c2ccccc12,11%,-13%,?
O=C(Nc1nc2ccc(F)cc2s1)C1=NN(c2ccccc2)C(=O)CC1,-1%,9%,-6%
CCOC(=O)CC(NC(=O)c1cccs1)c1ccc(C)cc1 (stereo not drawn),3%,-9%,0%
COc1ccc(/C=C/c2nc3ccccc3n2C)cc1,-15%,7%,9.2µM*
COc1ccc(-c2nc(SCC(=O)NC3CCCC3)c(-c3ccc(OC)cc3)[nH]2)cc1,-2%&-3%,6%,?
CCOC(=O)N1CCc2c(sc3c2c(=O)n(Cc2ccccc2)c(=O)n3Cc2c(F)cccc2Cl)C1,6%,nt,13µM*
CCN1CCN(C(=O)CN(Cc2ccccc2)S(C)(=O)=O)CC1,2%,0%,-5%
COc1ccc(NC(=O)C(CC(C)C)NC(=O)C2CCC(C)CC2)cc1 (stereo not drawn),6%,-3%,-11%
CCOc1ccc(N(C(C)C(=O)NCCSc2ccc(C)cc2)S(C)(=O)=O)cc1 (stereo not drawn),-22%,nt,-28%
CCC(C(=O)O)N1C(=O)C2CCCCC2C1=O (stereo not drawn),6%,-8%,0%

# Remaining list, next part:
SMILES,FEN1 inhibitor,N370S GC mod,TDP1 cell CPT
O=C(c1ccc(Cl)s1)N1CCN(S(=O)(=O)c2ccc(Cl)cc2)CC1,11%,nt,?
Cc1ccc(CC(=O)Nc2ccc(S(=O)(=O)N3CCOCC3)cc2)cc1,-2%,-9%,-8%
CCOC(=O)c1cc2c(=O)n3ccccc3nc2n(CC2CCCO2)c1=NC(=O)c1ccccc1C (stereo not drawn),-1%,nt,8%
COc1cccc(NC(=O)CSc2nnc(-c3cccs3)n2C)c1,2%,-1%,-17%
O=C(COc1cc2oc(=O)c3c(c2cc1Cl)CCC3)Nc1ccc(CN2CCOCC2)cc1,13%,-2%,-2%
COc1cc(NC(=O)C/C(C)=N/NC(=O)C(=O)NC2CCCCC2)c(OC)cc1Cl,-18%,2%,-2%
CC(C)CCn1c(=O)c2sccc2n2c(CCCC(=O)Nc3ccc(C(C)C)cc3)nnc12,0%,nt,?
CC(Cl)C(=O)Nc1ncc(C(F)(F)F)cc1Cl (stereo not drawn),-1%,3%,-2%
CCOc1ccc(NC(=O)Cn2cc(S(=O)(=O)NC)c(S(=O)(=O)NC)c2)cc1,-12%,nt,-3%
O=c1[nH]cc(N(CCO)CCO)c(=O)[nH]1,5%,5%,-2%
